HTRA1 inh: blocks human HTRA1 serine peptidase; Q92743; recombinant HTRA1, FP-rhodamine activity-based probe, fluorescence polarization; inhibition, % at 5.96 µM; AID 504803; hit rate 0.5% among 340,000; in the data active means inhibition above about 36%;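 further: 0% = enzyme with DMSO and 100% = wells lacking enzyme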
Target sequence (Q92743 whole entry, looked up): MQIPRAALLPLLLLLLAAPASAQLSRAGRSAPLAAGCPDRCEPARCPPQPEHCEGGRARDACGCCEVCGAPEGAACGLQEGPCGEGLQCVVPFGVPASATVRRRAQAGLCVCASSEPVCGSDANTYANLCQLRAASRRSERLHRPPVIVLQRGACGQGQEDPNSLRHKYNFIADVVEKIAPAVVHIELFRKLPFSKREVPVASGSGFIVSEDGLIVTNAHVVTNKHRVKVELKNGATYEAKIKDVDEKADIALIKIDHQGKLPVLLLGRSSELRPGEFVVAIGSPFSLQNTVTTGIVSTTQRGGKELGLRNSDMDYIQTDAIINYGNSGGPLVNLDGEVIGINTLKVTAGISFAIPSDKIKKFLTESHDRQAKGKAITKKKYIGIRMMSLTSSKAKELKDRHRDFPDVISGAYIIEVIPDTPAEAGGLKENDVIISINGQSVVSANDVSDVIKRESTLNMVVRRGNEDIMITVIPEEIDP
PRMT1 inh: inhibitors of human PRMT1; recombinant PRMT1, activity-based probe fluorescence polarization; inhibition, % at 2.79 µM; hit rate 1.3% among 370,000; AID 652257;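 active means inhibition above about 21% made by adding two undisclosed values, limit read from the data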
LEDGF integ inh: blocks HIV-1 LEDGF/p75-dependent DNA integration; hit rate 0.64% among 370,000; AID 743269; inhibition, % at 3.7 µM; TR-FRET IN-LEDGF/p75 DNA integration, Eu/Cy5;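 active means inhibition above the screen-wide mean plus 3 SD, cut at about 13% in these data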;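 further: signal is the Cy5 over europium emission ratio at 671 and 618 nm; 0% = plate median of compound wells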
GC-B act: GC-B (human) receptor activation | P20594 | HEK293-GC-B cells, CNP EC30, cGMP TR-FRET; 0% at EC30 CNP, 100% saturating CNP | activation, % at 10 µM | hit rate 0.11% among 370,000;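 active means activation at 10 µM reaching about 35% in either raw or pattern-adjusted values, limit read from the data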
MBD2 inh: blocks human MBD2 binding to methylated DNA | Q9UBB5 | TR-FRET, MBD2 binding to methylated oligonucleotide | inhibition, % at 4.4 µM | hit rate 0.31% among 370,000 | AID 686964; in the data active means inhibition above about 13%
TDP2 inh: TDP2 (human) inhibition, absorbance primary screen; O95551; recombinant TDP2, T5PNP hydrolysis, p-nitrophenol absorbance 415 nm; inhibition, % at 12.8 µM; hit rate 0.34% among 370,000; AID 720702;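 active means inhibition above the mean of all tested compounds plus 3 SD, set per campaign, cut at about 25% in these data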;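 further: 0% = DMSO with enzyme and 100% = buffer with substrate but no TDP2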
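Assay system: recombinant human TDP2 / Reagent: T5PNP substrate at 5 mM, a TopII-DNA adduct mimic / Measured by: epi absorbance from released p-nitrophenol / Evaluation: % inhibition relative to enzyme-containing and enzyme-free wells / Control set: enzyme-free and DMSO wells / Replicates: each compound tested once, singlicate / Schedule: enzyme reaction with compound for 2 h at 37 °C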
rCAG binder: r(CAG) repeat RNA binding; TO-PRO-1 dye displacement fluorescence; inhibition, % at 3 µM; hit rate 1.3% among 370,000; AID 651821;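 active means inhibition above the plate cutoff, the mean of all test compounds on that plate plus 3 SD, cut at about 35% in these data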;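 further: 0% = DMSO alone and 100% = 100 µM mitoxantrone as full dye displacement; higher means more dye released from RNA so lower well fluorescence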
ABHD4 inh: ABHD4 (mouse) inhibition, primary FP screen | inhibition, % at 8.92 µM | purified mABHD4, FP-Rh probe fluorescence polarization | hit rate 0.54% among 370,000 | Q8VD66;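 active means inhibition exceeding the mean over every tested compound plus 3 SD, cut at about 30% in these data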;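 further: 0% = plate median of compound wells and 100% = S159A mutant with DMSO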
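assay system = mABHD4 protein | compound dosing = single nominal dose of 8.92 µM, 0.89% DMSO final | read-out basis = percent inhibition of probe binding, normalized to plate controls | schedule = Enzyme–compound pre-incubation 45 min, then probe 60 min, both 25 °C | detection = fluorescence polarization, excitation 525 nm, emission 598 nm, BODIPY TMR filters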
TCR CD3 inh: blocks the human TCR-CD3 interaction; hit rate 0.37% among 360,000; inhibition, % at 9.4 µM; TAMRA-labeled TCR probe fluorescence, biochemical; AID 651800; in the data active means inhibition above about 19%;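 further: recombinant mutant TCR 2C K166C tagged with TAMRA read by polarization; 0% = receptor in buffer alone and 100% = receptor with positive control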
SIAE inh: human SIAE inhibition, primary screen | Q9HAT2 | hit rate 0.69% among 370,000 | AID 1053197 | inhibition, % at 9.66 µM | SIAE FP-Rh probe binding, fluorescence polarization;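 active means inhibition above a cutoff: mean of compounds within the control limits plus 3 SD of those, cut at about 17% in these data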;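 further: 0% = plate median of compound wells and 100% = probe without SIAE protein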
Target sequence (Q9HAT2 whole entry, looked up): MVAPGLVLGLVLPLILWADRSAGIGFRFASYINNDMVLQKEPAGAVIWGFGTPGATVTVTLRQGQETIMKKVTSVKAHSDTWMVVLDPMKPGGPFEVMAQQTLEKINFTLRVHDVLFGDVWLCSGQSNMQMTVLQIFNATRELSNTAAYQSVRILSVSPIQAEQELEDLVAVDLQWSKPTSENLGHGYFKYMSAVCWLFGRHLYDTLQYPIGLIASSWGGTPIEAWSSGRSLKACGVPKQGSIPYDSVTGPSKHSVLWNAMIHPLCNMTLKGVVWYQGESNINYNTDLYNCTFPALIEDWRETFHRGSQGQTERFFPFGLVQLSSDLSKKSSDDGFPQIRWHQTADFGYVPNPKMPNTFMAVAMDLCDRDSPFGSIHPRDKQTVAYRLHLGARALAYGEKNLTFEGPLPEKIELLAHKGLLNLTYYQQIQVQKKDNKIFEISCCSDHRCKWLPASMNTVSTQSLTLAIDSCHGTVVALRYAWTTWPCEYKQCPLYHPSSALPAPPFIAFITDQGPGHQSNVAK
Active calls of the source: *; . = not tested or not shown.

Below each SMILES: HTRA1 inh, PRMT1 inh, LEDGF integ inh, GC-B act, MBD2 inh, TDP2 inh, rCAG binder, ABHD4 inh, TCR CD3 inh, SIAE inh
COc1ccc(Cl)cc1NC(=O)C(C)Sc1nncn1C (centres undefined)
    -1.6, -0.8, 1.8, 0.7, 3.7, -4.2, 0.9, 3.1, 6.0, -0.7
Oc1ccccc1Cc1c(O)ccc2ccccc12
    -13.6, 0.7, 0.5, -4.0, 1.2, 10.7, 10.6, -24.9, 1.9, 1.3
O=[N+]([O-])c1cccc(NC(=S)N2CCc3ccccc32)c1
    -6.3, -3.8, 0.3, -0.4, 2.6, 0.4, 1.3, -0.1, 4.8, 0.1
COc1cc(N)ccc1Cc1ccc(N)cc1OC
    18.2, 2.2, -4.9, 3.4, 5.8, -0.2, 2.0, -0.4, -14.2, 1.1
C/C(N)=C(/C#N)C(=O)COC(=O)c1cccc(C)c1O
    1.1, 2.0, -3.6, -0.1, -2.6, 5.5, -0.9, 0.5, -1.6, -2.9
O=C(COC(=O)c1cc(=O)c2ccccc2o1)Nc1ccc2ccccc2c1
    2.2, 2.8, -3.0, -3.9, 0.5, -0.8, 2.7, -1.1, 3.3, -4.7
COc1cc(F)ccc1S(=O)(=O)NCc1cccnc1
    11.0, -2.4, -1.9, 1.7, 3.2, 3.2, -2.8, 3.3, -8.1, 0.3
O=Cc1cc(-c2ccccc2)[nH]c1-c1ccccc1
    -5.3, 1.2, -2.5, -1.6, 8.3, 13.2, -2.0, 4.6, -0.9, -7.6
O=C(/C=C/c1ccccc1)Nc1scc(-c2ccccc2)c1C(=O)O
    -12.7, 0.1, 16.2*, 1.2, 3.1, 6.2, 55.2*, -8.3, -1.0, 4.9
Cc1ccc(CNC(=O)CCc2nnc(Cc3ccc(-c4ccccc4)cc3)o2)o1
    -6.4, 1.6, -1.4, 0.3, -6.1, 10.5, -0.2, -8.8, 2.8, -0.2
COC(=O)c1ccccc1NC(=O)Nc1cccs1
    -6.2, 6.4, -4.2, -1.2, -1.2, 0.3, 10.2, -3.3, 11.4, 3.2
CC(=O)c1cccc(NC(=O)C2C3C=CC(C3)C2C(=O)O)c1 (centres undefined)
    -12.2, 1.5, -3.9, 1.5, -1.1, -4.9, -0.1, 0.6, 4.7, -13.7
CCn1cc(CN2CCC(C(=O)Nc3ccc(Oc4cccnc4)cc3)CC2)cn1
    5.7, -5.4, 0.0, 3.9, 3.7, -10.4, -6.0, 3.0, 7.1, 3.4
Cc1cc(=O)[nH]c(SCC(=O)Nc2c(C)n(C)n(-c3ccccc3)c2=O)c1C#N
    -3.1, -0.7, -0.7, 3.2, -2.7, 4.8, 3.6, 3.8, 6.0, -0.3
O=c1cc(Nc2ccc3c(c2)OCCO3)[nH]c(=O)n1-c1ccc(Cl)cc1
    -2.2, 3.4, 3.1, 1.7, 6.8, 0.6, 3.9, 4.0, -4.0, 15.9
Cc1ccc(-c2noc(CCC(=O)Nc3cc(C)ccn3)n2)cc1
    -1.9, -2.0, -1.2, -3.1, 0.7, 5.0, 3.1, 5.5, 5.5, 9.2
O=C(NCC(F)(F)F)Nc1ccccn1
    2.4, -1.8, -4.0, 1.8, 0.0, -8.0, -2.6, -2.4, -1.4, 5.7
O=C(Nc1ncc(S(=O)(=O)c2ccc([N+](=O)[O-])cc2)s1)c1cccc2ccccc12
    -2.9, 3.4, -6.5, 4.0, -1.4, -16.4, 12.1, 15.8, 1.2, 0.7
COc1ccc(Cc2nnc(SCC(=O)Nc3ccccc3)[nH]c2=O)cc1
    -6.1, 5.4, -1.4, 0.5, -1.1, 4.4, 12.9, 3.0, 2.5, 8.6
O=C(c1cc(COc2c(F)cccc2F)on1)N1CC[C@@H]2CCCC[C@H]2C1
    -18.1, -0.5, 0.7, -3.1, 0.5, 1.0, -0.2, 0.9, -2.6, 0.5
Cn1nc(C(=O)NNC(=O)c2ccccc2F)c2ccccc2c1=O
    17.5, 1.8, -2.8, -1.8, 9.7, 7.4, 2.9, 3.3, -1.3, 4.2
CCCn1c(N)c(C(=O)CSc2nnc(C3CC3)n2C2CC2)c(=O)[nH]c1=O
    3.9, -0.8, -6.9, 6.4, 3.3, -9.7, 1.4, -1.9, -5.4, -2.6
CSc1ncc(C(=O)O)n1-c1ccc(F)cc1
    -6.3, -0.4, -2.1, -1.1, -2.4, 12.7, -1.3, -2.4, 3.2, 3.4
Clc1ccc(CNCC2CCCO2)c(Cl)c1 (centres undefined)
    ., -5.3, 4.5, 2.1, 4.3, -10.5, -1.4, -8.3, -10.2, 1.1
Cc1cccc(NC(=O)c2ccc(S(=O)(=O)N3CCCCC3C)cc2)n1 (centres undefined)
    -2.0, -4.0, -2.7, 3.3, -0.1, 1.7, -3.9, -0.9, 3.8, -2.2
O=C(CCNS(=O)(=O)c1ccc(F)cc1)N1CCN(c2ncccn2)CC1
    -0.9, -2.7, -4.2, 0.3, 0.2, -4.8, 0.3, 0.5, 4.8, 1.8
O=C(Nc1cc2c(cc1[N+](=O)[O-])OCCO2)c1cccnc1
    ., 8.0, -2.8, -1.4, 8.3, -13.6, 1.8, -16.5, -3.0, -4.3
CN1C(=O)NC(c2ccccc2)C2=C1CN(c1ccc3ccccc3c1)C2=O (centres undefined)
    -8.9, -2.3, -2.9, 4.8, 1.2, -3.9, 5.6, -1.2, -0.2, -7.2
Cc1[nH]c2ccccc2c1/C=N/n1cnnc1
    -1.3, -3.2, 2.3, -3.7, -0.6, 3.7, 1.9, -5.5, 4.3, 5.5
O=C(CCN1CCN2CCCC2C1)N1c2ccccc2Sc2ccc(Cl)cc21 (centres undefined)
    -6.9, -2.2, 2.0, -17.9, -2.4, 15.1, -5.6, 3.6, 3.5, 4.6
Oc1c(C=Nc2ccccc2Cl)[nH]c2ccccc12
    4.1, -0.6, 1.5, 3.9, -0.7, -0.8, -2.4, -1.9, 4.4, 7.2
C(#CC1CCCC1)c1ccc2c(c1)COc1c3ccccc3nn1-2
    -6.4, -1.9, -2.4, -1.3, 1.4, -5.5, 2.1, 2.4, -2.6, -8.5
Cc1cc(Br)c(NC(=O)CCl)c(Br)c1
    0.5, -0.8, -3.9, -2.3, 2.9, 3.8, 0.5, -4.3, -9.1, -2.0
CCC(/C=C1\Sc2ccc(OC)cc2N1CC)=C\c1sc2ccc(OC)cc2[n+]1CCCS(=O)(=O)[O-]
    -106.0, 61.2*, -7.3, 5.9, -5.9, -0.7, 4.1, -39.6, -58.8, -4.0
COc1ccc(N=C2NN=C(c3ccc4c(c3)OCCO4)CS2)cc1
    -6.4, 1.4, -1.0, 3.3, -0.3, 5.6, 11.0, 3.8, 5.9, 2.1
CCC(C)(C)C(=O)Nc1ccc(C(N)=O)cc1
    2.4, -0.6, -0.5, -2.0, 6.9, -5.1, 1.2, 5.8, -1.4, -0.2
Cc1cccc(NC(=O)c2ccc([N+](=O)[O-])s2)n1
    4.0, 1.0, 1.7, -5.2, -5.6, 6.0, 1.2, -0.5, 7.1, 1.5
Cc1ccc(NC(=O)COC(=O)C2=COCCO2)c([N+](=O)[O-])c1
    1.4, 0.0, 2.7, -1.2, -1.1, -0.5, 0.3, -1.3, -0.3, -1.1
O=C(Cc1ccc(S(=O)(=O)N2CCOCC2)s1)OCc1ccc(Cl)cc1
    -8.1, -3.3, -3.2, 2.6, -0.6, -0.1, 12.5, -7.8, -2.3, -0.3
CC(CN1C(C)CCCC1C)OC(=O)c1ccccc1Cl (centres undefined)
    -2.9, 1.2, -6.3, -1.6, 0.1, -2.7, -2.8, 3.0, 1.6, -4.1
COc1ccc(CCN2C(=S)N(c3ccccc3)C(=O)C2CC(=O)O)cc1OC (centres undefined)
    10.3, -2.8, 5.0, 3.6, 2.2, 2.4, 8.6, -4.2, -0.5, 1.2
O=c1c2cc3cc(Cl)ccc3nc2ncn1Cc1ccc(Oc2ccccc2)cc1
    ., -2.3, 0.9, 0.0, -5.0, -7.6, 8.2, 4.7, ., 2.6
CCOc1ccc(-c2csc(NC(=O)CSCC(=O)O)n2)c2ccccc12
    -11.1, 2.2, 3.2, -2.7, -4.0, 1.0, 62.8*, -27.7, 7.2, -1.2
COc1cccc(-c2nnc(-c3ccc(C)o3)o2)c1
    -8.8, 0.8, -1.1, -6.7, -3.9, 5.6, 4.0, 2.8, 1.6, -1.1
COc1cccc(/C=C2\CC3(OC(=O)c4cccc(F)c4)CCCN2C3)c1 (centres undefined)
    ., 0.6, -0.8, -13.1, 2.6, 5.1, 3.0, -0.8, ., 4.7
Cc1cccc2cc(CN(CCc3ccccc3)C(=O)N3CCOCC3)c3nnnn3c12
    4.1, -2.3, 5.5, -1.8, 2.9, -3.4, 2.3, -5.7, -6.6, -10.1
CCC1(c2ccccc2)NC(=O)N(CC(=O)Nc2ccccc2C(=O)NC2CCCC2)C1=O (centres undefined)
    1.7, 1.8, -2.5, 0.8, 1.8, -14.8, -1.3, -2.2, -5.6, 5.1
CCOc1ccc(NC(=S)NN2CCN(C)CC2)cc1
    5.8, -0.6, -1.0, -1.4, 0.2, 0.7, -2.9, -1.4, 0.6, -2.2
O=C(Nc1ccsc1C(=O)NC1CCCCC1)c1ccc(F)cc1
    -6.5, 1.2, 0.6, -10.3, -6.1, -5.4, 0.4, -9.0, -2.6, 11.2
C=C1C(=O)[C@]23C[C@H]1CC[C@H]2[C@]1(C)[C@@H](OC(C)=O)CC[C@@](C)(C(=O)OC)[C@H]1C[C@@H]3OC(C)=O
    ., 7.0, -0.8, -18.0, 0.5, 13.2, -3.5, 4.0, 4.1, 8.5

Compound profiles, as listed above. Order of values: HTRA1 inh	PRMT1 inh	LEDGF integ inh	GC-B act	MBD2 inh	TDP2 inh	rCAG binder	ABHD4 inh	TCR CD3 inh	SIAE inh
`COc1ccc(CCN2C(=S)N(c3ccccc3)C(=O)C2CC(=O)O)cc1OC` (centres undefined) is entered as 10.3	-2.8	5.0	3.6	2.2	2.4	8.6	-4.2	-0.5	1.2
`O=c1c2cc3cc(Cl)ccc3nc2ncn1Cc1ccc(Oc2ccccc2)cc1` is entered as .	-2.3	0.9	0.0	-5.0	-7.6	8.2	4.7	.	2.6
`Cc1cccc2cc(CN(CCc3ccccc3)C(=O)N3CCOCC3)c3nnnn3c12` is entered as 4.1	-2.3	5.5	-1.8	2.9	-3.4	2.3	-5.7	-6.6	-10.1

Later entries
Below each SMILES: HTRA1 inh, PRMT1 inh, LEDGF integ inh, GC-B act, MBD2 inh, TDP2 inh, rCAG binder, ABHD4 inh, TCR CD3 inh, SIAE inh
COc1cccc(NC(=O)C2C3C=CC4(O3)C2C(=O)N(C2CC2)C4C(=O)NC2CCCCC2C)c1 (centres undefined)
    -0.4, 1.9, -1.7, 1.8, 1.0, 2.9, -2.8, -3.3, -0.6, -0.1
Cc1ccc(NC(=O)C2CCN(C(=O)c3ccccc3C)CC2)nc1
    -7.0, -7.5, 6.5, 1.0, 1.7, -3.0, -4.2, -4.0, 3.3, -4.0
OCC1OC(Oc2c[nH]c3ccccc23)C(O)C(O)C1O (centres undefined)
    -1.4, 3.5, 3.2, -1.4, -2.0, 4.3, 1.1, -5.8, 1.4, 2.8
Cc1c(C(=O)Nc2cccc([N+](=O)[O-])c2)csc1-c1ccccc1
    -10.0, 0.4, -1.8, -7.1, -2.3, 3.2, 5.0, -2.0, 4.4, -13.1

Compound activity deposited in PubChem BioAssay by several laboratories.

These rows are one share of the data; count on the stated rates, not on these rows.
